Bioassay records (PubChem)
Pf apPOL block – Pf-apPOL DNA polymerase inhibition | Recombinant Pf-apPOL, molecular beacon fluorescence, 1.5 h | inhibition, % at 10 µM | 210,000 tested, 0.25% active | AID 1794808
mHTT CaM bind – inhibitors of human mutant huntingtin-calmodulin interaction; P42858; AlphaScreen His-mHTT/GST-CaM binding, luminescence; 190,000 tested, 3.6% active; inhibition, % at 15 µM; AID 1671202;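 also: 0% = both proteins with DMSO and 100% = one protein alone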
Starred values were filed as active, the others as inactive; x = no result given; & = joins results of further samples. Rule as the data show it: active = inhibition above about 50%; inactive = the rest. This is a subset (hit frequency here may not be typical).

mol	Pf apPOL block	mHTT CaM bind
COc1ccc(NC(=O)c2cc3c(CO)cnc(C)c3oc2=Nc2cccc(C)c2)cc1	2	9
Nc1ccc2nc(-c3ccccc3Br)[nH]c2c1	8	57*
COc1cc(OC)c(NC(=O)C2CCCN(c3nccc4sccc34)C2)cc1Cl (centres undefined)	-5	45
COc1ccc(-c2csc(NC(=O)c3ccccc3Cl)n2)cc1Br	2	21
COc1cccc(CNC(=O)c2sc(Nc3cccc(C)n3)nc2C)c1	-7	22
O=C(Nc1ccc(N2CCN(C3CCCCC3)C2=O)nc1)c1cc(F)cc(F)c1	-2	-1
CCOC(=O)Cc1csc(NC(=O)CN2CC(c3nc(C4CC4)no3)C2)n1	-2	-8
O=C(NCc1ccc(F)cc1)C1CCN(c2nc3ccccc3o2)CC1	-22	-3
O=C(NCc1cccs1)c1ccc(Cn2c(=O)[nH]c3ccsc3c2=O)cc1	4	11
Cc1sc2ncn(CC(=O)N(C)Cc3ccccc3)c(=O)c2c1S(=O)(=O)N1CCOCC1	-3	7
Cc1c(Cl)cccc1S(=O)(=O)N1CCC(c2noc(-c3cccc(F)c3)n2)CC1	-7	-9
OCC1CCCN1Cc1ccc(Cl)cc1 (centres undefined)	12	-2
Cc1ccc(OCC(=O)N2CCCCC2c2nncn2CC2CC2)cc1 (centres undefined)	-5	-2
c1ccc(-c2nc(-c3ccncc3)cc(-c3ccccn3)n2)cc1	x	-6
CCC(NCC(O)Cn1c2ccccc2c2ccccc21)C(=O)O (centres undefined)	-4	2

Two neighbouring entries from above, quoted:
mol	Pf apPOL block	mHTT CaM bind
COc1ccc(NC(=O)c2cc3c(CO)cnc(C)c3oc2=Nc2cccc(C)c2)cc1	2	9
Nc1ccc2nc(-c3ccccc3Br)[nH]c2c1	8	57*

More entries follow.
mol	Pf apPOL block	mHTT CaM bind
CC(=O)c1ccc(NC(=O)Cn2cnc([N+](=O)[O-])n2)cc1	-1&4	-3&-1
CC(C)n1cnc2c1c(=O)n(CC1CC1)c(=O)n2-c1ccc(F)cc1	4	4
CCC(=O)NCCc1csc(C2CCN(C(=O)c3ccc(F)cc3)CC2)n1	-3	-3
COc1ccc(/C=C2/N=C(c3cccc(Br)c3)OC2=O)c(OC)c1	-7	3
COc1cc(/C=C2/C(=O)N(c3ccccc3)N=C2C)ccc1OCc1ccc(F)cc1	0	15
O=C(NCc1ccc(N2CCOCC2)nc1)c1cc(F)ccc1Cl	3	-1
O=C(Nc1cccc2nsnc12)c1cccnc1	2	-4
CCN(CC)C(=O)COc1ccc(C=O)cc1OC	-4	0
Cc1cc(C)c(NC(=O)C2Oc3ccccc3NC2=O)c(C)c1 (centres undefined)	4	-7
COc1ccc(C)cc1N(CC(=O)NCc1ccccn1)S(C)(=O)=O	1	-4
CC(C)(C)NC(=O)C1Cc2ccccc2CN1S(=O)(=O)c1ccc(F)cc1 (centres undefined)	0	-3
CCOC(=O)N1CCN(C(=O)Cn2nc(-c3ccc(OC)c(OC)c3)ccc2=O)CC1	-3	-6
Cc1cc(NC(=O)Cn2nc3c(cc2=O)CC(C)CC3)ccc1F (centres undefined)	0	3
Cc1c(C(=O)NCCSc2nncn2C)nnn1-c1nccs1	32	-9
O=C(c1ccccc1F)N1CCCC2(C1)Nc1ccccc1NC2=NC1CCCC1 (centres undefined)	-3	11
COc1ccc(CNC(=O)C2(C)CCCN(C(=O)c3cccc(OC)c3)C2)cc1 (centres undefined)	-5	1
COc1ccc(CSc2nc3ccccc3[nH]2)cc1OC	-11	-3
COc1ccc(/C=C/C(=O)NCCn2c(C)cc3ccccc32)cc1OC	-3	30
COc1ccc(C(=O)Nc2nc3nccc(-c4ccccc4)n3n2)cc1	6	-3
CCC(=O)c1cc2c(cc1NC(=O)c1ccccc1)OCCO2	-7	0
COc1ccc(-n2nc3c(c2NC(=O)c2ccco2)CS(=O)(=O)C3)cc1	1	4
COc1cc(SC)ccc1C(=O)Nc1cccc(C(C)=O)c1	-12	2
CCCc1nc2ccccc2n1Cc1ccccc1	-4	-4
CCn1cc(CN2CCC(C(=O)NCCCOC(C)C)CC2)c2ccccc21	-1	-1
COc1ccc(C2c3c(n(C)c(=O)n(C)c3=O)N=C3c4ccccc4C(=O)C32)cc1OC (centres undefined)	0	44
OCC(O)C(O)C(O)c1cnn(-c2ccccc2)n1 (centres undefined)	-6	-4&-5
COc1ccc(C2CC(C(F)(F)F)n3nc(C(=O)NCCc4ccccc4)c(Cl)c3N2)cc1 (centres undefined)	11	22
O=C(Nc1nnc(-c2ccco2)o1)c1ccc([N+](=O)[O-])cc1	0	-9
CCC(=O)NCc1nc2c(n1C)CN(S(=O)(=O)c1ccc(C(C)C)cc1)CC2	-5	11
O=C1C(Nc2ccccc2)=CC(c2ccc([N+](=O)[O-])cc2)N1c1ccccc1 (centres undefined)	9	x
COCC(=O)Nc1cnc(-c2cccnc2)nc1	-3	0
O=C1OC(c2ccc(Cl)cc2)=N/C1=C\c1ccco1	-5	-4
COc1nccnc1N1CCC(NC(=O)C2(c3ccccc3)CC2)C1 (centres undefined)	0	14
Cc1cccc(C)c1NC(=O)C(C)N1C(=O)CCCc2ccccc21 (centres undefined)	-6	-3
CC(C)n1cc(C2=CCN(C(=O)Nc3ccc4c(c3)OCCO4)CC2)c2cccnc21	-5	61*
COc1ccc(N2CC(c3nnc(NC(=O)Cc4ccc(C)cc4)o3)CC2=O)cc1 (centres undefined)	-2	3
O=C(Nc1ncccn1)c1ccc(S(=O)(=O)N2CCOCC2)o1	-1	-10
O=C(CN1CCN(c2nccn2-c2cccc(Cl)c2)CC1)N1CCOCC1	-11	-6
COc1ccccc1NC(=O)c1cccc(Cl)c1Cl	-4	-19
O=C1OC(/C=C/c2ccc([N+](=O)[O-])cc2)=NC/1=C\c1c(F)cccc1Cl	-1	0
COc1cc(OC)c(OC)cc1C=NCC1OCCc2ccccc21 (centres undefined)	2	3
CCCCC1CC(CSc2ncn[nH]2)OC1=O (centres undefined)	0	-4
O=C(CN(c1ccc(F)cc1)S(=O)(=O)c1ccccc1)N1CCCCC1	1	0
O=C(Cn1nnc(-c2ccccc2Cl)n1)N1CCOCC1	-4	2
O=C1C(=Cc2ccc([N+](=O)[O-])cc2)Oc2cc(O)ccc21	10	11
CC(C)(C)n1nc2c(c1NC(=O)c1ccccc1Br)CS(=O)(=O)C2	-9	-3
O=C(Nc1nnc2ccccn12)c1cccc(C(F)(F)F)c1	-22	40
CN(C)S(=O)(=O)c1ccc(C(=O)NCc2ccco2)cc1	-5	-6
CC(=O)N1CC(C(=O)NCCc2ccccn2)CCC1c1ccc(F)c(C)c1 (centres undefined)	-5	6
COc1ccc2oc(=O)c(C(=O)Nc3cc(Cl)ccc3OC)cc2c1	1	3
CCc1ccc(-n2cnc3cc(C(=O)NC4CCCC4)ccc32)cc1	35	20
Cn1cccc1/C=C(/C#N)C(N)=O	x	1
CN(C)c1ccc(/C=C/C=C/c2cccc[n+]2C)cc1	7	46
O=C(NC1CCCCC1)C1CCN(C(=O)c2ccc(Cl)cc2Cl)CC1	-8	4
O=C(CN1C(=O)c2ccc([N+](=O)[O-])cc2C1=O)Nc1ccc(F)cc1	-4	2
Cn1c(=O)n(CCCC#N)c2cncnc21	-1	-6
COc1ccc(-c2ccc(S(=O)(=O)NCc3ccc(C(=O)O)cc3)cc2)cc1	-12	-1
O=C(CN1C(=O)c2ccccc2C1=O)NCC1(c2cccs2)CCCCC1	-4	-12
CCc1cc2c(cc1C(C)O)OCCO2 (centres undefined)	-5	-6
Cc1ccc(C2C3=C(CC(C)(C)CC3=O)N=C3c4ccccc4C(=O)C32)cc1 (centres undefined)	30	62*

Single values from the results shown.
Reading for `CC(=O)N1CC(C(=O)NCCc2ccccn2)CCC1c1ccc(F)c(C)c1` (centres undefined) in mHTT CaM bind: 6
Reading for `COc1ccc(-c2ccc(S(=O)(=O)NCc3ccc(C(=O)O)cc3)cc2)cc1` in Pf apPOL block: -12
Reading for `CCc1ccc(-n2cnc3cc(C(=O)NC4CCCC4)ccc32)cc1` in Pf apPOL block: 35
Reading for `COc1ccc2oc(=O)c(C(=O)Nc3cc(Cl)ccc3OC)cc2c1` in mHTT CaM bind: 3
Reading for `O=C(Nc1nnc2ccccn12)c1cccc(C(F)(F)F)c1` in Pf apPOL block: -22
Reading for `CN(C)c1ccc(/C=C/C=C/c2cccc[n+]2C)cc1` in Pf apPOL block: 7

(more compounds)
mol	Pf apPOL block	mHTT CaM bind
O=C(Sc1cccs1)c1cncc(C#Cc2ccccc2)c1	0	x
O=C(c1cccc(CN2C(=O)C3CCCN3C(=O)c3ccccc32)c1)N1CCCC1 (centres undefined)	-3	-2
CCOc1ccc(N2CCN(C(=O)Cc3ccccc3)C(C)C2=O)cc1 (centres undefined)	-3	5
Cc1cc(C)c(NC(=O)CSc2ccccc2)c(C)c1	2	-2
Cc1ccc(C(O)CNC(=O)C(=O)NCc2ccc(F)cc2)o1 (centres undefined)	-4	-5
N#CCCC1(CCC#N)c2ccccc2-c2ncccc21	-7	2
N#Cc1ccc(C(=O)N2CCC3(CC2)Nc2cccnc2NC3=NC2CCCC2)cc1	-3	16
O=S(=O)(c1cccs1)N1CCc2nc[nH]c2C1	3	4
O=C(Nc1cccc(C(F)(F)F)c1)O[C@H]1CCC12CCCCC2	-7	-82
CCC(CO)Nc1nc(C)nc2sc3c(c12)CCCC3 (centres undefined)	1	2
COc1ccc(S(=O)(=O)N2CCC(c3cnn(-c4ccc(C)cc4)c3)CC2)cc1	0	-11
COc1ccc(C2CC(C(F)(F)F)n3ncc(C(=O)Nc4cccc(C)c4)c3N2)cc1OC (centres undefined)	-5	29
CC(=O)Nc1ccc(N2CCCCC2)nc1	-2	2
COc1c(S(=O)(=O)N2CCc3ccccc3C2)ccc(Cl)c1Cl	4	-15
COc1ccc2oc(C(=O)Nc3ccccc3Cl)cc(=O)c2c1	7	4
COc1cc(S(=O)(=O)n2c(C)nc3ccccc32)c(C)cc1C	-5	-8
CCC(=O)NCc1nc2c(n1C)CN(C(=O)c1ccc(F)cc1)CC2	-1	-1
CCOc1ccc(CN2C(=O)c3ccccc3C2C(=O)NC2CCCCCCC2)cc1 (centres undefined)	-9	11
O=C(NCc1cccc(F)c1)N1CCc2nc3cc(-c4ccccc4)[nH]n3c(=O)c2C1	-1	36
COC(=O)c1ccc(C(=O)Nc2ccc(CC(=O)NCc3cccs3)cc2)cc1	7	-14
COc1ccc(C(NC(=O)CNC(C)=O)C(=O)Nc2ccc3c(c2)OCO3)cc1 (centres undefined)	-3	3
O=C(Nc1cccc(Cl)c1)c1cc2nc(-c3ccco3)cc(C(F)(F)F)n2n1	1	1
CC(=O)c1cc([N+](=O)[O-])c(SCc2ccc(Cl)cc2)s1	-12	x
Cc1cccc(C(=O)N/C(=C/c2ccc3c(c2)OCO3)C(=O)O)c1	-4	8
O=C(O)C1C2C=CC(C2)C1C(=O)Nc1ccc(I)cc1 (centres undefined)	-4	-4
COc1ccc2[nH]c3sc(C)nc3c2c1	-11	8
COc1ccc(-c2nc(SC3CC(=O)N(c4ccc([N+](=O)[O-])cc4)C3=O)n[nH]2)cc1 (centres undefined)	0	11
O=C1CCCc2c1nc(-c1ccccc1)n2O	2&-1	1
CC(C)(C)OC(=O)N1CCC(C(=O)O)CC1	-1	-6
C=CCN1C(C(=O)OC)CN(Cc2cn(CCC3OCCO3)nn2)CCS1(=O)=O (centres undefined)	3	-5

One compound at a time, from the list above:
Listed for CCOc1ccc(CN2C(=O)c3ccccc3C2C(=O)NC2CCCCCCC2)cc1 (centres undefined) → Pf apPOL block = -9; mHTT CaM bind = 11
Listed for Cc1cccc(C(=O)N/C(=C/c2ccc3c(c2)OCO3)C(=O)O)c1 → Pf apPOL block = -4; mHTT CaM bind = 8

Later entries:
mol	Pf apPOL block	mHTT CaM bind
S=c1[nH]nc(Cn2nnc3ccccc32)o1	21	x
CCOCCCNC(=O)c1ccc2c(c1)nc(C)n2-c1ccc(F)c(F)c1	-2	7
O=c1oc2c([N+](=O)[O-])cccc2cc1-c1nc(-c2ccccc2)cs1	3	-2
COc1cccc(C2=NC(c3ccc(F)cc3)NC(c3ccc(OC)cc3O)C2)c1 (centres undefined)	-5	53*
CC1(C)CC(=O)C2=C(C1)N(c1c(F)cccc1F)C(N)=C(C#N)C2c1ccsc1 (centres undefined)	-4	8
CC(C)Cn1c(=O)c2c(ncn2CC2CC2)n(-c2ccc(F)cc2)c1=O	-1	-2
Cc1nc(NC2=NC(C(=O)Nc3ccc(Cl)cc3)CC(=O)N2)nc2ccccc12 (centres undefined)	-6	18
CCc1cccc(CC)c1NC(=O)C(Cl)Cl	6	x
Cc1cccc(Nc2nc(C)c(C(=O)N3CCCC(C)C3)s2)n1 (centres undefined)	-10	9
C[n+]1cccc(C(=O)[O-])c1	-6	x
Cc1c(NC(=O)c2cccc([N+](=O)[O-])c2C)cccc1-c1nc2ccccc2o1	4	-3
CC1Cc2nc(SCC(=O)NCc3ccccc3)n(C)c(=O)c2S1 (centres undefined)	-6	0
N#C/C(=C\c1ccc(O)cc1)c1nc(-c2ccc(Cl)cc2)cs1	0	59*
